Mtb BioA inh = blocks M. tuberculosis BioA enzyme activity. purified M. tuberculosis BioA enzyme, plate reader. inhibition, % at 9.99 µM. 0.096% of 360,000 active; in the data active means inhibition above about 40%
* hit, by the source's call. Some of the compounds tested, so the mix of outcomes need not match the whole.

Sample of the layout, seven compounds:
SMILES	Mtb BioA inh
CCC(=O)N1[C@H](CO)[C@H](c2ccc(-c3cccc(F)c3)cc2)[C@H]1CNC(C)=O	0.6
COCC#Cc1ccc([C@@H]2[C@H]3CN(Cc4cccnc4)CCCCN3[C@H]2CO)cc1	3.4
C[C@@H]1CCCCO[C@H](CN(C)Cc2ccc3c(c2)OCO3)[C@H](C)CN([C@@H](C)CO)C(=O)c2cc(NC(=O)Nc3ccc(C(F)(F)F)cc3)ccc2O1	-2.0
CCC(=O)Nc1ccc2c(c1)C(=O)N(C)C[C@H](OC)[C@@H](C)CN(Cc1cccnc1)[C@@H](C)CO2	-2.5
CC(=O)N1[C@H](CN(CC(C)C)C(=O)c2ccccn2)[C@@H](c2ccccc2)[C@@H]1CO	-2.3
Cc1noc(C)c1NC(=O)N(C)C[C@@H]1OCCCC[C@@H](C)Oc2ccc(NC(=O)NC(C)C)cc2C(=O)N([C@@H](C)CO)C[C@H]1C	-2.2
C/C=C/c1ccc([C@@H]2[C@@H](CO)N(C(C)=O)[C@H]2CN(C)C(=O)c2ccccn2)cc1	-2.0

The whole of this part, from the start:
SMILES	Mtb BioA inh
CCC(=O)N1[C@H](CO)[C@H](c2ccc(-c3cccc(F)c3)cc2)[C@H]1CNC(C)=O	0.6
COCC#Cc1ccc([C@@H]2[C@H]3CN(Cc4cccnc4)CCCCN3[C@H]2CO)cc1	3.4
C[C@@H]1CCCCO[C@H](CN(C)Cc2ccc3c(c2)OCO3)[C@H](C)CN([C@@H](C)CO)C(=O)c2cc(NC(=O)Nc3ccc(C(F)(F)F)cc3)ccc2O1	-2.0
CCC(=O)Nc1ccc2c(c1)C(=O)N(C)C[C@H](OC)[C@@H](C)CN(Cc1cccnc1)[C@@H](C)CO2	-2.5
CC(=O)N1[C@H](CN(CC(C)C)C(=O)c2ccccn2)[C@@H](c2ccccc2)[C@@H]1CO	-2.3
Cc1noc(C)c1NC(=O)N(C)C[C@@H]1OCCCC[C@@H](C)Oc2ccc(NC(=O)NC(C)C)cc2C(=O)N([C@@H](C)CO)C[C@H]1C	-2.2
C/C=C/c1ccc([C@@H]2[C@@H](CO)N(C(C)=O)[C@H]2CN(C)C(=O)c2ccccn2)cc1	-2.0
CO[C@H]1CN(C)C(=O)c2ccc(NC(=O)c3ccc4c(c3)OCO4)cc2OC[C@@H](C)NC[C@H]1C	0.5
C[C@H]1CN([C@@H](C)CO)C(=O)CCCn2nncc2CO[C@H]1CN(C)CC1CCCCC1	0.2
C[C@@H]1CCCCO[C@@H](CN(C)C(=O)Cc2ccccc2)[C@@H](C)CN([C@@H](C)CO)C(=O)c2cc(NS(=O)(=O)c3cccs3)ccc2O1	-0.2
COc1cccc(C(=O)N2C[C@@H]3[C@H](c4ccccc42)[C@@H](CO)N3Cc2ccccc2F)c1	-2.3
C[C@@H]1CN([C@H](C)CO)C(=O)Cc2cc(NC(=O)Nc3ccc(C(F)(F)F)cc3)ccc2O[C@@H]1CN(C)Cc1ccccc1	-1.1
O=C(C[C@H]1C[C@@H]2c3cc(NC(=O)NC4CCCCC4)ccc3O[C@@H]2[C@H](CO)O1)NCc1ccccn1	3.0
CCCNC(=O)[C@H]1[C@H](CO)[C@H]2Cn3c(ccc(-c4ccc(F)cc4)c3=O)[C@H]2N1CC	1.6
C[C@@H]1CN([C@H](C)CO)C(=O)c2cc(N(C)C)ccc2O[C@H]1CN(C)C(=O)Nc1ccccc1	-2.4
CC(C)C(=O)Nc1ccc2c(c1)C(=O)N(C)[C@@H]1CC[C@H](CC(=O)Nc3ccccc3)O[C@H]1CO2	1.0
C[C@H](CO)N1C[C@H](C)[C@H](CN(C)S(=O)(=O)c2cccs2)OCCCC[C@H](C)Oc2ccc(NS(=O)(=O)c3cn(C)cn3)cc2C1=O	0.4
CN(C)C(=O)C[C@@H]1CC[C@@H]2[C@H](COc3ccc(NC(=O)c4ccc(F)c(F)c4)cc3C(=O)N2C)O1	11
O=C(C[C@H]1CC[C@H]2[C@@H](COC[C@@H](O)CN2C(=O)Nc2ccc(Cl)c(Cl)c2)O1)NCc1ccc(Cl)cc1	-0.6
COc1ccc(NC(=O)Nc2ccc3c(c2)CC(=O)N([C@H](C)CO)C[C@@H](C)[C@@H](CN(C)C)O3)cc1	-6.8
CNC[C@@H]1Oc2ccc(NC(=O)Nc3ccccc3)cc2CC(=O)N([C@@H](C)CO)C[C@@H]1C	0.6
C[C@@H]1CN([C@H](C)CO)C(=O)c2cc(N(C)C)ccc2O[C@@H](C)CCCCO[C@H]1CN(C)Cc1ccc(C(F)(F)F)cc1	-0.4
CCCNC(=O)C[C@H]1CC[C@@H]2[C@H](COc3ccc(NC(=O)c4cccc(C(F)(F)F)c4)cc3C(=O)N2C)O1	0.2
CCCNC(=O)C[C@H]1CC[C@@H]2[C@H](COC[C@@H](O)CN2C(=O)Nc2ccc3c(c2)OCO3)O1	1.7
COc1ccc(NC(=O)N(C)C[C@@H]2Oc3ccc(NC(=O)Nc4cccc5ccccc45)cc3C(=O)N([C@H](C)CO)C[C@H]2C)cc1	9.2

The last four records of the section before come first, to join the parts:
SMILES	Mtb BioA inh
C[C@@H]1CN([C@H](C)CO)C(=O)c2cc(N(C)C)ccc2O[C@@H](C)CCCCO[C@H]1CN(C)Cc1ccc(C(F)(F)F)cc1	-0.4
CCCNC(=O)C[C@H]1CC[C@@H]2[C@H](COc3ccc(NC(=O)c4cccc(C(F)(F)F)c4)cc3C(=O)N2C)O1	0.2
CCCNC(=O)C[C@H]1CC[C@@H]2[C@H](COC[C@@H](O)CN2C(=O)Nc2ccc3c(c2)OCO3)O1	1.7
COc1ccc(NC(=O)N(C)C[C@@H]2Oc3ccc(NC(=O)Nc4cccc5ccccc45)cc3C(=O)N([C@H](C)CO)C[C@H]2C)cc1	9.2
C[C@H]1CCCCO[C@H](CN(C)Cc2ccc(C(F)(F)F)cc2)[C@@H](C)CN([C@@H](C)CO)C(=O)c2cc(NC(=O)Nc3cccc4ccccc34)ccc2O1	-5.1
C[C@@H]1CN([C@@H](C)CO)C(=O)c2cccc(NS(C)(=O)=O)c2O[C@@H]1CN(C)S(=O)(=O)c1ccccc1	-5.1
C[C@@H]1CCCCO[C@@H](CN(C)Cc2ccc(Cl)c(Cl)c2)[C@H](C)CN([C@H](C)CO)C(=O)c2cc(NC(=O)CCC(F)(F)F)ccc2O1	-0.8
COc1ccccc1S(=O)(=O)N[C@H]1C=C[C@@H](CC(=O)N2CCOCC2)O[C@H]1CO	2.3
COc1ccc(CN(C)C[C@H]2Oc3ccc(NC(=O)Cc4ccccc4)cc3C(=O)N([C@@H](C)CO)C[C@@H]2C)cc1	0.7
C[C@H](CO)N1C[C@H](C)[C@H](CN(C)Cc2ccc(-c3ccccc3)cc2)Oc2c(NC(=O)c3ccncc3)cccc2C1=O	-6.2
O=C(O)C[C@@H]1C=C[C@@H](NC(=O)c2ccncc2)[C@H](CO)O1	-3.4
C/C=C/c1ccc2c(c1)O[C@H](CN(C)C(=O)c1cnccn1)[C@H](C)CN([C@H](C)CO)S2(=O)=O	-0.2
C[C@H](CO)N1C[C@H](C)[C@@H](CN(C)Cc2ccccc2)Oc2cc(C#C[C@@H](C)O)ccc2S1(=O)=O	2.1
CO[C@H](CN(C)C(=O)c1ccccc1F)[C@@H](C)CN([C@@H](C)CO)S(=O)(=O)c1ccc(F)cc1	-7.5
CO[C@@H](CN(C)Cc1ccc2c(c1)OCO2)[C@H](C)CN(C(=O)Nc1ccc(F)cc1)[C@H](C)CO	3.4
C[C@H](CO)N1C[C@H](C)[C@@H](CN(C)C(=O)Nc2ccc(F)cc2)Oc2ccc(NC(=O)Cc3cn(C)c4ccccc34)cc2C1=O	-0.6
C[C@H](CO)N1C[C@H](C)[C@H](CN(C)C(=O)C2CCCCC2)Oc2cc(C3=CCCC3)ccc2S1(=O)=O	-0.1
CC(C)C#Cc1ccc2c(c1)O[C@H](CN(C)C(=O)C1CCCCC1)[C@H](C)CN([C@H](C)CO)S2(=O)=O	2.0
COc1ccc(NC(=O)N2C[C@@H](O)COC[C@@H]3O[C@@H](CC(=O)N4CCCCC4)CC[C@H]32)cc1	1.9
CCCN(C)C[C@H]1OCc2cn(nn2)CCCC(=O)N([C@H](C)CO)C[C@H]1C	-2.2
O=C(C[C@H]1CC[C@H]2[C@@H](COC[C@H](O)CN2S(=O)(=O)c2ccccc2)O1)Nc1ccc(-c2ccccc2)cc1	1.0
COc1ccc(CN(C)C[C@@H]2Oc3ccc(NC(=O)CCN4CCOCC4)cc3C(=O)N([C@H](C)CO)C[C@@H]2C)cc1	-1.5
C[C@@H]1CCCCO[C@H](CN(C)S(=O)(=O)c2ccc(F)cc2)[C@H](C)CN([C@@H](C)CO)C(=O)c2cc(NS(=O)(=O)c3cccs3)ccc2O1	1.5
COCc1cn(CC[C@@H]2CC[C@H](NC(=O)c3ccncc3)[C@@H](CO)O2)nn1	-4.2
C[C@@H]1CN([C@H](C)CO)C(=O)c2cccc(NC(=O)Nc3ccc(C(F)(F)F)cc3)c2O[C@@H]1CN(C)C(=O)Nc1ccc2c(c1)OCO2	-3.3
CO[C@@H]1CN(C)C(=O)c2ccc(NC(=O)c3ccc(F)cc3)cc2OC[C@@H](C)N(C)C[C@@H]1C	-1.3
CN1CCCCN2[C@H](CO)[C@H](c3ccc(-c4ccc(F)cc4)cc3)[C@H]2C1	-3.1
O=C(OC[C@@H]1[C@H]2c3ccccc3OC1(CO)N=C1SCCCN12)c1ccccc1	-0.5
C[C@H]1CN([C@@H](C)CO)C(=O)c2cc(C#CCN(C)C)cnc2O[C@@H]1CN(C)C(=O)Cc1cccnc1	3.8
Next part
SMILES	Mtb BioA inh
CO[C@H]1CN(C)C(=O)c2ccc(NC(=O)c3cccc(F)c3)cc2OC[C@@H](C)N(C)C[C@H]1C	3.5
Cc1ccc(S(=O)(=O)N(C)C[C@@H]2OCCCC[C@@H](C)Oc3ccc(N(C)C)cc3C(=O)N([C@H](C)CO)C[C@@H]2C)cc1	-1.3
O=C(Nc1ccc(F)cc1)N1C[C@H]2[C@@H](c3ccccc31)[C@H](CO)N2C(=O)c1ccc(F)cc1	2.5
CO[C@H]1CN(C)C(=O)c2cc(NC(=O)c3ccccc3F)ccc2OC[C@@H](C)N(CC2CC2)C[C@H]1C	-0.9
C[C@@H]1CCCCO[C@@H](CN(C)S(=O)(=O)c2cn(C)cn2)[C@@H](C)CN([C@H](C)CO)C(=O)c2cc(NC(=O)Cc3ccccc3)ccc2O1	-0.5
COc1ccc(NC(=O)Nc2ccc3c(c2)C(=O)N([C@@H](C)CO)C[C@@H](C)[C@H](CN(C)S(=O)(=O)c2cccs2)O3)cc1	1.4
Cc1noc(C)c1S(=O)(=O)N(C)C[C@@H]1OCCCC[C@@H](C)Oc2ccc(NC(=O)Nc3ccc(C(F)(F)F)cc3)cc2C(=O)N([C@H](C)CO)C[C@@H]1C	-3.2
COc1ccc(CN2C[C@@H](C)[C@@H](OC)CN(C)C(=O)c3cc(NC(C)=O)ccc3OC[C@@H]2C)cc1	3.0
C[C@H]1CN([C@@H](C)CO)C(=O)c2c(c3ccccc3n2C)-c2ccccc2CO[C@@H]1CN(C)C(=O)Cc1ccccc1	-1.9
C/C=C/c1cnc2c(c1)C(=O)N([C@H](C)CO)C[C@@H](C)[C@H](CN(C)C(=O)Nc1ccc(F)cc1)O2	2.4
CC(C)NC(=O)N(C)C[C@@H]1OCCCC[C@@H](C)Oc2ccc(NC(=O)Nc3ccc(C(F)(F)F)cc3)cc2C(=O)N([C@H](C)CO)C[C@@H]1C	-1.5
CO[C@H]1CN(C)C(=O)c2ccc(NC(=O)Nc3c(C)noc3C)cc2OC[C@@H](C)N(C)C[C@@H]1C	0.2
C[C@H]1CN([C@@H](C)CO)C(=O)c2cc(-c3cccc(F)c3)cnc2O[C@H]1CN(C)Cc1ccccc1	3.9
CNC(=O)C[C@H]1CC[C@H]2[C@@H](COC[C@@H](O)CN2C(=O)c2ccc3c(c2)OCO3)O1	0.0
CCCC(=O)Nc1ccc2c(c1)OC[C@@H](C)N(C(=O)CC1CC1)C[C@H](C)[C@@H](OC)CN(C)C2=O	-0.4
O=C(C1CCOCC1)N1C[C@@H]2[C@H](c3ccccc31)[C@H](CO)N2C(=O)Cc1ccccc1	-3.7
C[C@@H]1CN([C@H](C)CO)C(=O)c2cc(NC(=O)Cc3ccccc3)ccc2O[C@@H](C)CCCCO[C@H]1CN(C)Cc1ccncc1	0.2
C[C@@H]1CN([C@@H](C)CO)S(=O)(=O)c2ccc(C3=CCCCC3)cc2O[C@H]1CN(C)Cc1cccc(C(=O)O)c1	4.3
C[C@H](CO)N1C[C@H](C)[C@@H](CN(C)Cc2ccc(F)cc2)Oc2cc(C#CCN(C)C)ccc2S1(=O)=O	2.0
CC(C)C#Cc1cnc2c(c1)C(=O)N([C@H](C)CO)C[C@H](C)[C@H](CN(C)C(=O)Cc1ccncc1)O2	3.5
O=C(C[C@@H]1CC[C@H]2[C@@H](COC[C@H](O)CN2Cc2cccc(-c3ccncc3)c2)O1)N1CCOCC1	-0.9
C[C@@H]1CN([C@H](C)CO)C(=O)c2cccc(NS(=O)(=O)c3ccc(F)cc3)c2O[C@H]1CN(C)S(=O)(=O)c1ccc(F)cc1	-1.7
C[C@@H](O)C#Cc1ccc2c(c1)O[C@H](CN(C)C(=O)c1ccncc1)[C@@H](C)CN([C@@H](C)CO)S2(=O)=O	2.6
CNC(=O)C[C@H]1CC[C@@H]2[C@@H](COc3ccc(NC(=O)c4ccc(F)cc4)cc3C(=O)N2C)O1	1.2
Cn1cnc(S(=O)(=O)N2C[C@@H](O)COC[C@@H]3O[C@@H](CC(=O)NC4CCCC4)CC[C@H]32)c1	-1.6
CO[C@H]1CN(C)C(=O)c2ccc(NC(=O)c3ccccc3F)cc2OC[C@@H](C)N(C)C[C@@H]1C	-0.3
O=C(C[C@@H]1CC[C@@H]2[C@H](COC[C@H](O)CN2C(=O)C2CCCC2)O1)NCc1ccncc1	-5.6
CN(C)CCCNC(=O)C[C@@H]1CC[C@@H]2[C@H](COC[C@@H](O)CN2S(=O)(=O)c2ccc(Cl)cc2)O1	0.3
Cc1ccc(S(=O)(=O)N(C)C[C@@H]2OCCCC[C@@H](C)Oc3ccc(N(C)C)cc3C(=O)N([C@H](C)CO)C[C@H]2C)cc1	-2.3
CN1C(=O)c2cc(NC(=O)NC3CCCC3)ccc2OC[C@H]2O[C@@H](CC(=O)NC3CCC3)CC[C@H]21	3.0
